KDM5B inh – Primary screen for KDM5B Histone Demethylases FDH-coupled qHTS | KDM5B demethylase, FDH-coupled NADH fluorescence (FDH is formaldehyde dehydrogenase) | AID 1347165, 2019 | Potency, µM (top dose mostly 57.7 µM), without a hit: at the highest dose activity change, negative = inhibition, usual class: inhibitors | Lysine-specific demethylase 5B (Homo sapiens), Q9UGL1 | 220,000 compounds, 2.6% hits; active = well fitted inhibition curve with a large enough effect; inconclusive = small, poorly fitted or top-dose-only effect; inactive = no such curve, though single readings can be large or run the other way; also: 0% is about no effect; nearly all actives have a fitted effect of over 70% in size
Target sequence (Q9UGL1 whole entry, looked up): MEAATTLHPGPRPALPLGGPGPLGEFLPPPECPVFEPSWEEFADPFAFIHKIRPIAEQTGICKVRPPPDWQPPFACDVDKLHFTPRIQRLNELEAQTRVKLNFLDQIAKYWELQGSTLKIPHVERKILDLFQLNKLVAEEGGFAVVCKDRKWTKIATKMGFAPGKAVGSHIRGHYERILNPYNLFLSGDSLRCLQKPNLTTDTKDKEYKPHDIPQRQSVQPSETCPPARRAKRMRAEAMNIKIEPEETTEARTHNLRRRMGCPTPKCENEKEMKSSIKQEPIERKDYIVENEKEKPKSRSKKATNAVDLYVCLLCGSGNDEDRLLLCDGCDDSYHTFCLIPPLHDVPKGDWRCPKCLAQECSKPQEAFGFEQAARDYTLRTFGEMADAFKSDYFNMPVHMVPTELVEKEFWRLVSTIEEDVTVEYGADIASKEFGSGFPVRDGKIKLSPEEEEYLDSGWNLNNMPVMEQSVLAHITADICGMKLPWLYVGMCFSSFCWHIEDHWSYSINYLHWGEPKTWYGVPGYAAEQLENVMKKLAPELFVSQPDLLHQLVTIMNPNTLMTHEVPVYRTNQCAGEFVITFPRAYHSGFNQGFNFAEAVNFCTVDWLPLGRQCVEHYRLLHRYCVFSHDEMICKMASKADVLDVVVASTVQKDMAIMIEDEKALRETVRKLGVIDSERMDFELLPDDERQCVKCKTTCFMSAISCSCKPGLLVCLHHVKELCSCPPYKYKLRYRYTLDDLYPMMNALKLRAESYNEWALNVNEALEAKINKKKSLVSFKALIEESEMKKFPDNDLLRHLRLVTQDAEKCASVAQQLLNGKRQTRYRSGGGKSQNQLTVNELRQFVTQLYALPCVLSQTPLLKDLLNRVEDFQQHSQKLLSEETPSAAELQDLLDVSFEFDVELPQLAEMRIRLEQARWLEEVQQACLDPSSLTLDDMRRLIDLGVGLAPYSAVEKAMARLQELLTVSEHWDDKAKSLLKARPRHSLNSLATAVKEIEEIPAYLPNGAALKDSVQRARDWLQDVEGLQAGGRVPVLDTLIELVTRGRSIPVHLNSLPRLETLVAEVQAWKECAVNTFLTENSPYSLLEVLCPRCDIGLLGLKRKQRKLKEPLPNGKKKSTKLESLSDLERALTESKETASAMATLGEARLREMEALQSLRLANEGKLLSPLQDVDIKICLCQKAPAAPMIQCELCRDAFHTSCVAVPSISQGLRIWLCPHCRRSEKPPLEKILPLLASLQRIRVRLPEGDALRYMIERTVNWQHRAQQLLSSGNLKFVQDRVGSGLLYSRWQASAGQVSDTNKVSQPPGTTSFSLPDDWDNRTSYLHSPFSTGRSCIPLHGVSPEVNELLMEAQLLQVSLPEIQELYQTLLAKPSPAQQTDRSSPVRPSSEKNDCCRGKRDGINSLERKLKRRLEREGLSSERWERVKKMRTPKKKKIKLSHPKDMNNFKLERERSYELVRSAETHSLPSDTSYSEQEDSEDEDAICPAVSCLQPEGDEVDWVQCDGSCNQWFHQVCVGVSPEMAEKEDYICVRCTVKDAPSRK
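Inhibition is measured as reduced NADH fluorescence generation from FDH coupling to formaldehyde release. Truncated KDM5BΔAP at 200 nM final acts on H3K4me3 peptide (12.5 µM in substrate mix) in pH 7.5 HEPES buffer with Tween-20, 30 min, room temperature.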
Starred values were filed as active, the others as inactive; u = inconclusive; & = joins results of further samples; [ ] = another dose, or the depositor's remark. Potency is read from the fitted curve at half-maximal effect. These rows are one share of the data; the hit share may differ from the screen's.

compound,KDM5B inh
COc1ccc(Cl)cc1NC(=O)/C(C#N)=C/c1coc2c(Cl)cc(Cl)cc2c1=O,17.6%
CC(C)CNC(=O)c1nc(-c2ccc(Cl)cc2)c2cnccn12,u
CCc1ccc(CNC(=O)C2CCN(c3cc(C(F)(F)F)ncn3)CC2)cc1,28.2µM*
CC(C)C[C@@H]1COc2cccc(F)c2S(=O)(=O)N1C,27.1%
C=C(Cl)CN1CCC(C(=O)OCC)CC1,-1.2%
c1ccc2c(c1)C(=Nn1c3ccccc3c3ccccc31)c1ccccc1-2,20.3%
COc1cc(/C=N/OC(C)=O)cc(OC)c1OC,-2.3%
O=C(NCc1cccc(F)c1)c1nc2c(o1)CCN(Cc1ccc3[nH]ccc3c1)CC2,u
COc1ccc(CN(C)CC(=O)Nc2cc(C)nn2-c2ccccc2C)cc1,4.8%
CCCN1C(=O)CCc2cc(NS(=O)(=O)c3cc(C)ccc3C)ccc21,10.0%
O=C(NCCc1noc(C2CC2)n1)Nc1cccc(C(F)(F)F)c1,-12.7%
Cc1nc(C)c(-c2ccc(SCC(=O)Nc3ccccc3F)nn2)s1,u
COc1ccc(OC)c(NC(=O)C2CCN(S(=O)(=O)c3ccc4c(c3)CCCC(=O)N4)CC2)c1,u
CCCCNc1nc2c(S(=O)(=O)c3ccc(Br)cc3)nnn2c2ccsc12,-29.9%
N#Cc1ccc(NS(=O)(=O)c2ccc(-c3cnc(C4CC4)o3)cc2)cc1,-28.5%
Cc1nccn1CC(=O)N1CCCC(c2ccc(C(=O)O)cc2)C1 (stereo not given),-13.0%

Individual results from the results shown.
`COc1ccc(CN(C)CC(=O)Nc2cc(C)nn2-c2ccccc2C)cc1` in KDM5B inh shows 4.8%
`C=C(Cl)CN1CCC(C(=O)OCC)CC1` in KDM5B inh shows -1.2%
`CCCCNc1nc2c(S(=O)(=O)c3ccc(Br)cc3)nnn2c2ccsc12` in KDM5B inh shows -29.9%
`O=C(NCCc1noc(C2CC2)n1)Nc1cccc(C(F)(F)F)c1` in KDM5B inh shows -12.7%

Additional records:
compound,KDM5B inh
CCN1C(=O)CCN(C(=O)c2ccc(OC)nc2OC)CC12CCOCC2,-9.5%
CCC(=O)N[C@@H]1CN(Cc2ccccc2)C[C@H]1CN(C)C,-0.7%
O=C(c1ccccc1F)N1CC2(C1)C(=O)Nc1ccccc12,19.9%[149 µM]
CCN(c1cc(C)cc(C)c1)S(=O)(=O)c1nnc(NC(=O)c2ccco2)s1,-21.2%
Cc1nc(-c2cccc(F)c2)sc1CCNC(=O)CC(C)C,u
Cc1noc([C@@H]2CN(S(=O)(=O)c3cccs3)C[C@H]2C(N)=O)n1,-18.9%
c1ccc(NC2(c3nnnn3C3CCCCC3)CCCCC2)cc1,14.3%
COCCNC(=O)[C@H]1C[C@H](Oc2ccccc2)CN1Cc1cn(C)c2ccccc12,-16.4%
Cc1ccc(-c2cc(C)c(-c3ccc(C)cc3)nn2)cc1,14.5%
CCONC(=O)CC1Sc2ccc(C(F)(F)F)cc2NC1=O (stereo not given),14.5%
Cc1ccc(NC(=O)CCS(=O)(=O)c2cccc3nonc23)cc1Cl,-15.7%
CCc1cccc2c(C(=O)CN3C(=O)NC4(CCOc5ccccc54)C3=O)c[nH]c12 (stereo not given),-19.2%
CC(C)NC(=O)NNC(=O)c1cc(COc2cc(Cl)cc(Cl)c2)on1,17.0%
COc1ccc(-n2c(SCC(=O)c3ccc(Cl)cc3)nc3c([nH]c4ccccc43)c2=O)cc1,-17.9%
COc1ccc(NC(=O)N2CCCC(Cn3cnc4cccnc43)C2)cc1F (stereo not given),1.5%
O=C(c1cc(Br)c(Br)s1)N(Cc1ccccc1)C1CC1,0.7%
Cc1ccc(C)c(Oc2nc(-c3ccncc3)nc3ccccc23)c1,20.9%
O=C(NCc1ccncc1)c1nc(-c2ccc(Br)o2)no1,8.1%
O=C(Cn1cc(C(=O)c2ccco2)c2ccccc21)Nc1ccccc1,19.8%
CCN(CC(C)(C)C)C(=O)CC1COc2ccc(C(=O)N(C)C)cc2N1C (stereo not given),u
O=c1c2cc(Cl)ccc2ncn1Cc1nc(-c2ccccc2)no1,1.0%
O=C1c2cnc(-c3ccncc3)nc2OCCN1Cc1ccc(F)cc1F,-6.4%[86.2 µM]
COc1ccc(C(=O)Nc2nc3ccccc3c(=O)[nH]2)cc1,-20.3%
C=CCNC(=S)NC(=O)c1cc(Br)ccc1Cl,11.6%

An excerpt from above in order of their number in KDM5B inh, high to low.
smiles	KDM5B inh
Cc1ccc(C)c(Oc2nc(-c3ccncc3)nc3ccccc23)c1	20.9%
O=C(Cn1cc(C(=O)c2ccco2)c2ccccc21)Nc1ccccc1	19.8%
O=c1c2cc(Cl)ccc2ncn1Cc1nc(-c2ccccc2)no1	1.0%

New compounds follow
compound,KDM5B inh
Cc1ccc(/C=C/c2onc(C)c2S(=O)(=O)N2CCC(C(=O)N3CCC(N(C)C(C)C)CC3)CC2)cc1,u
Cc1cccc(-c2ocnc2C(=O)Nc2ccc(C)cc2Cl)c1,0.4%
COC(=O)c1sc(SC)c2c1CC(C)(C)C/C2=N/O,34.1%
NC1(C(=O)N2CCC(c3nnc(Cn4ccnc4)n3C3CC3)CC2)CC1,u
COCCNC(=O)c1c[nH]c2ccc(S(=O)(=O)Nc3ccc(F)cc3F)cc2c1=O,0.0%&-9.2%
N#C/C(=C\c1ccccc1)C(=O)Nc1ccccn1,u
CCOc1ccc(-c2nc(SCC(=O)Nc3cc(F)ccc3F)n3[nH]c(=O)cc3n2)cc1,10.9%
CCCc1cc(N2CCC(NCc3cc(F)c(F)c(F)c3)CC2)nc(C)n1,13.3%
Cc1cccc(NC(=O)CSc2nc(C3CCCC3)nc3c2c(=O)n(C)c(=O)n3C)c1C,-19.5%
C/C(=N/NS(=O)(=O)c1ccc(C)cc1)[C@H]1C[C@@H]1c1ccccc1,-14.7%
C[C@@H](NC(=O)C1=C[C@@H](NS(=O)(=O)c2cccs2)[C@@H](O)[C@H](O)C1)C(N)=O,u
CCC12CN3CC(CC)(CN(C1)C3c1cc(Br)ccc1OC)C2=O (stereo not given),10.1%&-12.5%
CN1CCN(c2nc3ccccc3nc2C(=O)Nc2ccc(F)c(Cl)c2)CC1,-11.5%
CN(Cc1ccc2nsnc2c1)Cc1cc2n(n1)CCCNC2,u
COc1cc(OC)cc(-c2cc3nc(C)c(CCC(=O)NCc4ccc(Cl)cc4)c(C)n3n2)c1,u
CCCCNC(=O)c1cn(CC)c2cc(N3CCN(C)CC3)c(F)cc2c1=O,u
Cc1ccncc1-c1c(C)nn2c1N(Cc1cccc(O)c1)CCC2,u
CO[C@@H]1COCC[C@H]1NC(=O)c1ccc(SCCO)cc1,-5.4%
Cc1cnc(C(=O)N2CCC(N3C(=O)C4(CCCCC4)C3c3ccccc3)CC2)cn1 (stereo not given),-8.1%
CN1C[C@H](O)C[C@H]1c1nnc2n1CCN(C(=O)CN1CCCCCC1)CC2,1.4%
CCc1ccc(N(CC)C(=O)c2cn(C)c(=O)c3cc(OC)c(OC)cc23)cc1,-19.3%
Cn1nccc1C(=O)N1CCN(C(=O)N2CC3CC(C2)[C@H]2CCCC(=O)N2C3)CC1 (stereo not given in full),1.9%
CCCOc1cc(C)c(S(=O)(=O)Nc2cccnc2)cc1C,8.9%
COc1ccc(CN2C(=O)COC[C@H]2C(=O)N2CCC(Cc3ccccc3)CC2)cc1,-3.9%
CCN1CCCCC12Cc1ccccc1CN(C(=O)CCC(=O)O)C2 (stereo not given),28.1%[149 µM]
O=C(Nc1ccccc1)N1Cc2[nH]cnc2C[C@H]1c1nc(-c2ccc(Cl)cc2)no1,-24.5%[86.2 µM]
Cc1ccc(CC(=O)N2[C@@H]3CC[C@H]2CC(NC(=O)c2ccncc2)C3)cc1 (stereo not given in full),-10.1%
O=S1(=O)c2c(NCc3ccco3)cccc2Oc2ccccc2CN1Cc1cn(Cc2ccc(F)cc2)nn1,u
N#Cc1cccc(OCc2coc(-c3cccc(F)c3)n2)c1,5.1%
CCCCCCC1CC(=O)NC(=O)N1 (stereo not given),-1.5%
Cn1c(=O)c2c(c3ccccc31)OC(=O)CC2c1cccc(Cl)c1 (stereo not given),u
O=C([C@H]1C[C@@H](F)CN1S(=O)(=O)c1ccc(C(F)(F)F)cc1)N1CCOCC1,8.2%
NCC(=O)N1CCC2(CC1)C(=O)NCN2C(=O)c1ccc(Cl)cc1,-7.8%[115 µM]
CS(=O)(=O)c1ccc(-c2nc(C(=O)NCc3cccnc3)n3ccncc23)cc1,10µM*
CC(=O)Nc1ccccc1-c1nccc2c(=O)cc(N(C)c3ccccc3)oc12,-3.6%[86.2 µM]
COc1ccc(-c2noc(CSc3nnc(Cc4ccccc4)n3-c3cccc(C)c3)n2)cc1,-12.9%
COC(=O)c1ccc(OC)c(Cn2c(=O)n(-c3cccc(Cl)c3)c(=O)c3c2c2cc(C)ccc2n3C)c1,-17.2%
Cc1ccccc1NC(=O)CCn1nc(C)c(S(=O)(=O)N2CCCCC2)c1C,-1.5%
O=C(c1ccc2c(c1)OCO2)N1CCN(S(=O)(=O)c2ccc(Cl)cc2)CC1,6.8%
COc1ccccc1CC(=O)Nc1ccc(C(=O)N2CCCCC2)cc1,29.4%
CCN(CC)C(=O)c1cc2c(s1)CCC(C(=O)N1CCN(c3ccccn3)CC1)C2 (stereo not given),28.2µM*
O=C(c1cccc(OC(F)(F)F)c1)N1CCCC1c1nncn1Cc1ccncc1 (stereo not given),32.4%
CCOC(=O)c1c(NC(=O)c2cc3ccccc3c(=O)o2)sc2c1CCC(C(C)(C)C)C2 (stereo not given),8.5%
CCOc1ccc(N(CC(=O)NCCc2ccc(F)cc2)S(=O)(=O)c2ccccc2)cc1,18.4%
CN(Cc1ccccc1)C(=O)C[C@@H]1c2nc(NC(=O)C(C)(C)C)sc2C[C@@H]2[C@](C)(CO)[C@H](O)CC[C@]21C,-2.7%
CS(=O)(=O)c1ccc(O[C@H]2COCCN(Cc3cccnc3)C2)cc1,-12.9%[86.2 µM]
Cc1ncccc1OC1(C(=O)O)CCN(C(=O)Cc2ccn(C)c2)CC1,-8.8%
COc1cccc(CNC(=O)Cn2c(=O)ccc3cc(S(=O)(=O)N4CCC(C)CC4)ccc32)c1,u

Entries from the list above with a furan ring, fused or not (4):
compound,KDM5B inh
CCN(c1cc(C)cc(C)c1)S(=O)(=O)c1nnc(NC(=O)c2ccco2)s1,-21.2%
O=C(NCc1ccncc1)c1nc(-c2ccc(Br)o2)no1,8.1%
O=C(Cn1cc(C(=O)c2ccco2)c2ccccc21)Nc1ccccc1,19.8%
O=S1(=O)c2c(NCc3ccco3)cccc2Oc2ccccc2CN1Cc1cn(Cc2ccc(F)cc2)nn1,u

Next records.
compound,KDM5B inh
Cc1cccc(N2CCN(C(=O)C3N(C(C)C)C(=O)C34CCCCC4)CC2)c1 (stereo not given),-13.3%
Cc1cc(C)cc(Nc2cc(C(=O)NC3CCCCC3)c3ccccc3n2)c1,u
CCOC(=O)C1=C(CN2CCC(C)CC2)NC(=O)NC1c1ccc(OC(C)C)cc1 (stereo not given),-1.1%
O=c1cc(-c2ccccc2)oc2cc(OCc3ccccc3)cc(OCc3ccccc3)c12,4.4%
O=C(NC1CCCN(c2cc(N3CCCC3)ncn2)C1)c1ccsc1 (stereo not given),16.0%
Cc1ccc(F)cc1NC(=O)c1nn(-c2ccccc2)c(=O)c2ccccc12,8.2%
Cc1ccc2cccc(NC(=O)COc3ccccc3C)c2n1,-1.3%
CCCC(C)N1CC2(CCN(C(=O)c3cnn4c3CCCC4)CC2)OC1=O (stereo not given),u
CC1Sc2ccc(S(=O)(=O)CCC(=O)NCCC3=CCCCC3)cc2NC1=O (stereo not given),-3.3%
COc1cccc(CNC(=O)c2nnc(Cc3ccc(Cl)cc3)o2)c1,-18.8%
CN(C(=O)CC(=O)Nc1ccc2nc3n(c(=O)c2c1)CCCCC3)c1ccccc1F,u
NC(=O)[C@@H](Cc1ccccc1)NC(=O)[C@@H]1[C@@H](NC(=O)Nc2ccc(F)cc2F)CCN1C(=O)c1cnccn1,-6.4%
CC(=O)COC(=O)c1cc2ccccc2[nH]1,u
O=S(=O)(Nc1cccc(-c2nnnn2C2CC2)c1)c1ccccc1F,2.5%
CCOC(=O)c1cc(-c2ccccc2)n(CCC(=O)Nc2ccc(Cl)c(C(F)(F)F)c2)c1C,u
Cc1ccc(C(=O)N(C)Cc2cccc(C(F)(F)F)c2)cc1,31.8%[activator][86.2 µM]
Clc1ccc2c(c1)nc(CN1CCOCC1)n2Cc1ccccc1,-3.6%
O=C1c2ccccc2CN1C1CCN(Cc2ccc(C(F)(F)F)cc2)CC1,24.4%[115 µM]
COc1ccccc1N1CCN(C(=O)Cn2ncc3c(=O)oc4ccccc4c32)CC1,-1.2%
CCCN(C(=O)c1ccc2c(=O)n3c(nc2c1)CCCC3)c1ccc(C(C)C)cc1,-16.9%
Cc1nc2cccnc2n1CC1CCCN(S(=O)(=O)c2cccc(F)c2)C1 (stereo not given),-3.8%
COc1ccc(N2CCN(c3oc(/C=C/c4cccc(OC)c4)nc3C#N)CC2)cc1,-11.1%
COc1cccc(CNC(=O)NC2CCc3n[nH]c(=O)n3CC2)c1 (stereo not given),-13.2%

Screening data from PubChem.
